MrgX1 antagonist: blocks BAM8-22 activation of human MrgX1 receptor; MRGX1-HEK293 calcium flux, Fluo-4, BAM8-22 antagonism; stronger effect = lower value; B-score at 10 µM; 310,000 compounds, 1.3% hits; AID 588676;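 active = calcium-response B-score plate-corrected more than 3 library SD below zero, starting fluorescence within 5 deviations, no agonist response on first addition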;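 also: peak minus trough fluorescence over baseline after final BAM8-22 challenge near maximal dose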
AI-2 QS mod: modulates the Vibrio harveyi AI-2 quorum sensing system | Vibrio harveyi JMH597 AI-2 luminescence/OD600 ratio, 9 h; stronger effect = lower value; strain lacks LuxN and CqsS sensors; 0 = neutral-control median | activity change, % at 7.5 µM | 300,000 compounds, 0.4% hits; in the data active = activity change below about -75%, passing the limit was not always enough; inconclusive = no clear call, values can overlap the other calls;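 also: luminescence divided by OD600 gain over 9 h not by final OD600 alone; inactives centre near 13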
TRPC6 inh: inhibitors of mouse TRPC6 channel. Q61143. HEK293-TRPC6, membrane potential dye, ACh-evoked depolarization; stronger effect = lower value. B-score at 10 µM. 310,000 compounds, 1.1% hits;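 active = B-score under library mean minus 3 SD, initial fluorescence not abnormally high, positive integrated signal ratio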;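 also: B-score derived from integrated fluorescence ratio over the kinetic read; more negative B-score means stronger inhibition of depolarization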
TRPC4 potent: TRPC4 (mouse) allosteric potentiation; HEK293 TRPC4beta/mu-opioid, DAMGO EC20, Fluo-4 Ca2+ flux; stronger effect = higher value; 310,000 compounds, 0.42% hits; B-score at 10 µM;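 active = B-score of calcium response area above 5 SD of library B-scores, with initial fluorescence ratio within 5 SD of library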;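 also: B-score of integrated fluorescence ratio over time as area under calcium response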
Target sequence (Q9QUQ5 whole entry, looked up): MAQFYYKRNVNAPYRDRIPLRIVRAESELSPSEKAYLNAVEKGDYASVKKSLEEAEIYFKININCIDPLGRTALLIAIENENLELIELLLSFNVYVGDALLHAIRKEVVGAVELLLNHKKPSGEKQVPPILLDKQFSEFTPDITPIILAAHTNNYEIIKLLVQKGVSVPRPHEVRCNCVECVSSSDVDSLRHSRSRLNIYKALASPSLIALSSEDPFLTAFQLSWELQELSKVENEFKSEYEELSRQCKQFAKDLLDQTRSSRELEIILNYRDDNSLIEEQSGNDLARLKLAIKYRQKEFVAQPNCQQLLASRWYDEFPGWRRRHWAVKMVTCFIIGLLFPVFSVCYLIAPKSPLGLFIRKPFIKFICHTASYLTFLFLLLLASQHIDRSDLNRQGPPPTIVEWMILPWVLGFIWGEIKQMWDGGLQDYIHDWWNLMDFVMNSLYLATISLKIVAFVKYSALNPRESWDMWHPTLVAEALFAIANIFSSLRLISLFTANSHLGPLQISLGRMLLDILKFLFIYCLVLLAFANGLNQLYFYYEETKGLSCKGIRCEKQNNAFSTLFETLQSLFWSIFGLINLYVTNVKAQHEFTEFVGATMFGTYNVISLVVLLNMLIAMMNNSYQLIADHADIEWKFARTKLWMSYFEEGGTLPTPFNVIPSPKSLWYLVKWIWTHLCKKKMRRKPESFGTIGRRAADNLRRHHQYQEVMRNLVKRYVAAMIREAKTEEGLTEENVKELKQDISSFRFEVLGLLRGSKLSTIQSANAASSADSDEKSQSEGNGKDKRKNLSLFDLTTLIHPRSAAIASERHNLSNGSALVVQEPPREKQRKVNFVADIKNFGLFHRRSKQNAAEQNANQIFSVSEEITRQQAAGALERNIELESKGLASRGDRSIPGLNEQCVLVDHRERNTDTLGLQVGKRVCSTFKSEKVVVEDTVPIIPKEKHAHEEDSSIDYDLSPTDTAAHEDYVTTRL
PolyA inhibitor: yeast polyadenylation inhibition | S. cerevisiae SKY197-pL101 polyadenylation reporter, beta-gal luminescence; efflux-impaired pdr1/pdr3 knockout yeast; score 100 = 6 SD above DMSO | calls only at 12 µM | 300,000 compounds, 0.02% hits | AID 1875;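 active = lowest replicate activity score at least 50, where 100 means six control SD above control mean; inconclusive = lowest score under 50 but half or more replicates reach 50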;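 also: yeast exposed to compound for 9 h at 30 °C; higher score means more reporter readthrough which indicates perturbed polyadenylation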
TRPC4 inh: TRPC4 (mouse) channel inhibition | Q9QUQ5 | HEK293 TRPC4beta/mu-opioid, DAMGO-evoked Fluo4 calcium flux; stronger effect = lower value | B-score at 10 µM | 300,000 compounds, 0.39% hits | AID 2247;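 active = B-score over 3 SD under the library average, no early fluorescence shift, positive overall ratio signal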
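Assay system: Stable TRPC4beta/mu-opioid receptor HEK293 cells | Reagent: DAMGO in two steps, submaximal then maximal | Compound dosing: Single concentration per test compound | Signal: Fluo4 Ca2+ flux fluorescence | Evaluation: Per-well B score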
MrgX1 ag: agonists of human MrgX1 receptor; MrgX1-HEK293 cells, Fluo-4 calcium fluorescence, agonist mode; stronger effect = higher value; B-score at 10 µM; 310,000 compounds, 0.44% hits; AID 588627;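 active = calcium response B-score plate-corrected fluorescence ratio at least 3 library SD, with starting fluorescence B-score inside 5 SD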
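Material: MrgX1-expressing HEK293 cells / Dosing: compound as first of three additions / Incubation: overnight seeding, then 1 h dark dye loading / Signal: Fluo-4 NW calcium fluorescence / Evaluation: B-scored fluorescence response ratio / Benchmarks: positive and negative control wells on each plate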
HIF act: HIF pathway transcriptional activation. U2OS HRE-luciferase reporter, luminescence; normalized: DMSO 0%, desferrioxamine 100%. 300,000 compounds, 0.32% hits. activation, % at 7.5 µM (by protocol);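 active = mean activation of at least 10% of the iron chelator positive control signal, with at least half of replicates also reaching 10%; inconclusive = mean and replicate majority disagree about reaching 10%; inactive = mean and most replicates under 10%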
TRPC6 activator: mouse TRPC6 channel activation; HEK293-TRPC6 membrane potential dye fluorescence; stronger effect = higher value; B-score at 10 µM; 310,000 compounds, 0.13% hits; AID 2550;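 active = B-score of the integrated fluorescence ratio above library mean plus 3 SD, and starting fluorescence ratio within library mean plus 5 SD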;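 also: higher score means more depolarization so channel activation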
TRPC4 agonist: opens the mouse TRPC4 cation channel; HEK293 TRPC4beta/mu-opioid, Fluo4 calcium fluorescence; stronger effect = higher value; B-score at 10 µM; 310,000 compounds, 0.49% hits; AID 2237;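 active = B-score above 5 SD of library B-scores, and initial fluorescence ratio not above library mean plus 5 SD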;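 also: positive B-score marks a calcium rise read as TRPC4 activation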
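Material: TRPC4beta and mu-opioid receptor HEK293 stable cells | Incubation: 45 min room-temperature Fluo4 loading, 110 s read | Detection: Kinetic Fluo4 calcium fluorescence | Measure: Integrated baseline-normalised fluorescence ratio, converted to per-well B score | Benchmarks: Low control buffer alone, high control maximal DAMGO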
MrgX1 allo act: human MrgX1 positive allosteric modulation, primary screen. Q96LB2. MrgX1-HEK293, Fluo-4 calcium flux, FDSS; stronger effect = higher value. B-score at 10 µM. 310,000 compounds, 0.63% hits;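 active = plate-corrected calcium response at least 3 library SD above typical, normal starting fluorescence, not activating the receptor alone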;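 also: compound read alongside a low EC10 to EC30 dose of BAM8-22 agonist; peak minus trough fluorescence over baseline measured at the second addition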
An asterisk follows results filed as active; i = inactive; ? = inconclusive; / = not tested or not shown. These rows are one share of the data (hit frequency here may not be typical).

SMILES | MrgX1 antagonist | HIF act | MrgX1 allo act | AI-2 QS mod | PolyA inhibitor | TRPC6 activator | MrgX1 ag | TRPC4 agonist | TRPC6 inh | TRPC4 inh | TRPC4 potent
O=C(CSc1nnc(-c2cccc(S(=O)(=O)N3CCCCC3)c2)o1)NCCC1=CCCCC1 | i | 0.9 | i | 50 | i | i | i | i | i | i | i
O=C(CSc1nnc(-c2ccc3c(c2)OCO3)o1)Nc1ncc(C(F)(F)F)cc1Cl | i | -0.2 | i | 34 | i | i | i | i | i | i | i
COc1cccc(C(=O)Nc2nnc(CCS(=O)(=O)c3ccc(C)cc3)s2)c1 | i | -0.3 | i | 29 | i | i | i | i | i | i | i
COc1ccccc1CCNC(=O)CSc1nnc2ccc(-c3ccncc3)nn12 | i | -0.1 | i | 2 | i | i | i | i | i | i | i
COCCNC(=O)c1cccc(OC2CCN(Cc3ccccc3OC(F)F)CC2)c1 | i | -0.7 | i | 26 | i | i | i | i | i | i | i
O=C(OCc1ccccc1F)c1cnc(Cl)c(Cl)c1 | i | 1.1 | i | 8 | i | i | i | i | i | i | i
COc1ccc(CN=CC2=C(O)CNC2=O)cc1OC | i | 0.3 | i | 11 | i | i | i | i | i | i | i
Cc1ccccc1OC(C)C(=O)N1CCN(c2ccccn2)CC1 (stereo not drawn) | i | 0.5 | i | 17 | i | i | i | i | i | i | i
COc1ccc(C2Nc3ccccc3C(=O)N2c2ccccc2)cc1COc1ccccn1 (stereo not drawn) | i | 0.2 | i | 19 | i | i | i | i | i | i | i
COCCN(C(=S)Nc1cc(C)ccc1C)C(C)c1cccnc1 (stereo not drawn) | i | -0.2 | i | 13 | i | i | i | i | i | i | i
CCOC(=O)n1c(=O)n(Cc2ccc(Cl)cc2Cl)c2ccccc21 | i | -0.1 | i | 13 | i | i | i | i | i | i | i
Cc1cc(C(=O)N/N=C/c2ccc(N(C)C)o2)cs1 | i | 1.9 | i | 52 | i | i | i | i | i | i | i
CCN1CCN(CCNC(=O)c2ccc3c(c2)NC(=O)/C(=C\c2ccc(OC)c(OC)c2)S3)CC1 | i | -0.3 | i | 0 | i | i | i | i | i | i | i
O=C(Cn1c(=S)[nH]c2ccccc2c1=O)N1CCc2ccccc2C1 | i | -0.7 | i | 9 | i | i | i | i | i | i | i
O=C1c2ccccc2C(Nc2ccc3c(c2)OCO3)N1Cc1ccc2c(c1)OCO2 (stereo not drawn) | i | 0.8 | i | 28 | i | i | i | i | i | i | i
Cn1c(=O)[nH]c(=O)c2c1nc1n2CCCN1Cc1ccccc1 | i | -0.9 | i | 1 | i | i | i | i | i | i | i
Cc1cccc(C)c1N=Cc1c(C(F)(F)F)[nH][nH]c1=O | i | 0.0 | i | 7 | i | i | i | i | i | i | i
COc1ccc(C(=O)C2CCCN(S(=O)(=O)c3cccnc3)C2)c(C)c1 (stereo not drawn) | i | -0.5 | i | 19 | i | i | i | i | i | i | i
O=c1c(Cc2ccccc2)c(O)ccn1C1CCCCCCC1 | i | -0.4 | i | 19 | i | i | i | i | i | i | i
COc1ccccc1NC(=O)Cc1cccs1 | i | -0.6 | i | 12 | i | i | i | i | i | i | i
CCOC(=O)c1oc2ccccc2c1CN1CCOCC1 | i | 0.4 | i | 38 | i | i | i | i | i | i | i
O=C(C1=C(O)C(=O)N(CCN2CCOCC2)C1c1cccc(Br)c1)c1cccs1 (stereo not drawn) | i | 0.0 | i | 7 | i | i | i | i | i | i | i
COc1cccc(C(=O)C2CCCN(Cc3cn(CC(N)=O)c4ccccc34)C2)c1 (stereo not drawn) | i | 0.2 | i | 19 | i | i | i | i | i | i | i
CC(c1ccccn1)N(CCN(C)C)C(=S)Nc1cccc(F)c1 (stereo not drawn) | i | -0.2 | i | 1 | i | i | i | i | i | i | i
CC(=O)c1c(C)[nH]c(C(=O)Nc2ccc3c(c2)OCCO3)c1C | i | 1.8 | i | 7 | i | i | i | i | i | i | i
CCN(CC)CCN1C2=C(C(=O)CC(C)(C)C2)C(c2cccc(F)c2)C2=C1CC(C)(C)CC2=O | i | -1.0 | i | 32 | i | i | i | i | i | i | i
CN(CC(=O)NCc1ccco1)S(=O)(=O)c1ccc2c(c1)n(C)c(=O)c(=O)n2C | i | 0.0 | i | 2 | i | i | i | i | i | i | i
COc1ccc(CCNC(=O)C2CCN(C(=O)c3ccc(F)cc3)CC2)cc1OC | i | -0.1 | i | 11 | i | i | i | i | i | i | i
CC(=O)c1c(C)nc(-c2ccc(OCC(=O)Nc3ccc(F)cc3)cc2)n1O | i | 0.2 | i | 9 | i | i | i | i | i | i | i
O=C(COc1ccc(F)cc1)N(Cc1cccc(Br)c1)C1CCS(=O)(=O)C1 (stereo not drawn) | i | 0.5 | i | -1 | i | i | i | i | i | i | i
COc1cc2nc(CN3CCN(C(C)=O)CC3)[nH]c(=O)c2cc1OC | i | -0.4 | i | 12 | i | i | i | i | i | i | i
COCC1CCN(C(=O)C2CCC(=O)N(Cc3ccc(Cl)cc3)C2)CC1 (stereo not drawn) | i | -1.9 | i | 20 | i | i | i | i | i | i | i
CC(Oc1ccccc1)C(=O)N/N=C/c1ccccn1 (stereo not drawn) | i | 0.2 | i | 8 | i | i | i | i | i | i | i
O=C(NCc1ccc(Cl)cc1)c1cccc(NC2=NC3CS(=O)(=O)CC3S2)c1 (stereo not drawn) | i | 0.0 | i | 20 | i | i | i | i | i | i | i
COc1ccc(-n2c(C)cc(C(=O)CN3C(=O)NC4(CCCc5sccc54)C3=O)c2C)cc1 (stereo not drawn) | i | 0.0 | i | 22 | i | i | i | i | i | i | i
CCCOC(=O)c1ccc(Nc2nc(C)cc(=O)[nH]2)cc1 | i | -0.1 | i | 20 | i | i | i | i | i | i | i
O=C(CCc1n[nH]c(=O)[nH]c1=O)N1CCCCC1 | i | -0.6 | i | 4 | i | i | i | i | i | i | i
Cc1onc(-c2c(F)cccc2Cl)c1C(=O)Nc1ccccc1N1CCOCC1 | i | -0.3 | i | 19 | i | i | i | i | i | i | i
COc1ccc(N2C(=O)CC(Cc3ccccc3OC)C2=O)cc1 (stereo not drawn) | i | -22 | i | 15 | i | i | i | i | i | i | i
CCCCCN(C(=O)COC(=O)CSc1ccc([N+](=O)[O-])cc1)c1c(N)n(CCCC)c(=O)[nH]c1=O | i | 0.1 | i | 24 | i | i | i | i | i | i | i
COC(=O)C1=C[C@@H](C(=O)OC)[C@@H]2C3=C(C(=O)[C@]2(C)NC(=O)c2ccccc2)[C@H](C)n2c(=O)n(-c4ccccc4)c(=O)n2[C@@H]3C1 | i | 1.6 | i | -4 | i | i | i | i | i | i | i
CCCNc1nc2c(c(=O)n(C)c(=O)n2C)n1CCC(C)C | i | -6.4 | i | 14 | i | i | i | i | i | i | i
O=S(=O)(Cc1ccccc1)N1CCN(Cc2ccccc2)CC1 | i | 0.8 | i | -10 | i | i | i | i | i | i | i
C/C(N)=C(/C#N)C(=O)CSc1nc2scc(-c3ccc(F)cc3)c2c(=O)n1C | i | 0.2 | i | 2 | i | i | i | i | i | i | i
Cc1ccc(NC(=O)CSc2nc3c(cc2C#N)C(=O)CCC3)cc1S(=O)(=O)N(C)C | i | 0.0 | i | 12 | i | i | i | i | i | i | i
COc1ccc(NC2CCCN(C(=O)CCN3CCCC3=O)C2)cc1OC (stereo not drawn) | i | -0.3 | i | 10 | i | i | i | i | i | i | i
O=C(O)c1ccc(Cn2cnc3cccnc32)cc1 | i | 0.3 | i | 4 | i | i | i | i | i | i | i
O=C(NCC(c1cccnc1)N1CCN(c2ccccc2F)CC1)c1ccco1 (stereo not drawn) | i | -0.4 | i | 6 | i | i | i | i | i | i | i
C=CCN1C(=O)/C(=C\C(C)=C\c2ccccc2)SC1=S | i | -0.8 | i | 22 | i | i | i | i | i | i | i
Cc1cc(C)cc(NC(=O)NCc2c(-c3ccccc3)noc2C)c1 | i | -0.1 | i | 15 | i | i | i | i | i | i | i
O=C(Cc1ccccc1)NNC(=O)Nc1ccc(Cl)c(Cl)c1 | i | 0.3 | i | 3 | i | i | i | i | i | i | i
COc1cccc(C(=O)Nc2cccc3ccccc23)c1OC | i | 1.3 | i | 0 | i | i | i | i | i | i | i
CC(C)(C)NC(=S)Nc1ccc(Br)cc1 | i | 1.5 | i | 19 | i | i | i | i | i | i | i
COc1ccc(C(CNC(=O)C(Cc2ccccc2)NC(N)=O)N(C)C)cc1 (stereo not drawn) | i | 0.5 | i | 7 | i | i | i | 112* | i | i | i
CCc1cccc(CC)c1NC(=S)NCc1ccc2[nH]c(C)cc2c1 | i | -0.7 | i | 23 | i | i | i | i | i | i | i
COc1ccc(NC(=O)CC2CC3CCC2C3)cn1 (stereo not drawn) | i | 1.9 | i | 7 | i | i | i | i | i | i | i
Cc1cccc(C)c1OCC(=O)N(Cc1ccc(Cl)cc1)C1CCS(=O)(=O)C1 (stereo not drawn) | i | / | i | ? | / | i | i | i | i | i | i
Cc1cccc(NC(=O)CSc2ccc(-c3ccco3)nn2)c1C | i | -0.1 | i | 27 | i | i | i | i | i | i | i
O=C1c2ccc(-c3ccc4c(c3)C(=O)N(CCCO)C4=O)cc2C(=O)N1CCCO | i | 0.4 | i | 13 | i | i | i | i | i | i | i

High-throughput results as filed in PubChem BioAssay.
